FBW7 act: FBW7 E3 ligase activators, primary screen, biochemical, AlphaScreen, human | AlphaScreen FBW7–phospho-cyclin E peptide binding, activator screen | normalized activity (activation), % at 26.1 µM | hit rate 0.13% among 650,000 | AID 1259310, 2017; in the data active = normalized activity above about 1.9%;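 note: purified mutant Fbw7 with reduced substrate affinity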
TEAD-YAP inh: TEAD-YAP interaction inhibition, primary screen, TEAD-YAP interaction inhibitor project, luminescence, HEK-TIYL cells | TEAD-Gal4/YAP UAS-luciferase luminescence | AID 1259422, 2018 | inhibition, % at 9.12 µM | hit rate 1.4% among 640,000; in the data active = inhibition above about 32%;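 note: 0% = median of test compound wells and 100% = reference inhibitor wells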
GPR151 activ: activators of human GPR151, primary screen, cell-based, PathHunter beta-arrestin, luminescence. G-protein coupled receptor 151 (Homo sapiens), Q8TDV0. PathHunter beta-arrestin GPR151 cells. activation, % at 11.2 µM. hit rate 1% among 650,000. AID 1508602, 2020; in the data active = activation above about 4.9%;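 note: 0% = median of compound wells and 100% = cells with positive control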
Target sequence (Q8TDV0 whole entry, looked up): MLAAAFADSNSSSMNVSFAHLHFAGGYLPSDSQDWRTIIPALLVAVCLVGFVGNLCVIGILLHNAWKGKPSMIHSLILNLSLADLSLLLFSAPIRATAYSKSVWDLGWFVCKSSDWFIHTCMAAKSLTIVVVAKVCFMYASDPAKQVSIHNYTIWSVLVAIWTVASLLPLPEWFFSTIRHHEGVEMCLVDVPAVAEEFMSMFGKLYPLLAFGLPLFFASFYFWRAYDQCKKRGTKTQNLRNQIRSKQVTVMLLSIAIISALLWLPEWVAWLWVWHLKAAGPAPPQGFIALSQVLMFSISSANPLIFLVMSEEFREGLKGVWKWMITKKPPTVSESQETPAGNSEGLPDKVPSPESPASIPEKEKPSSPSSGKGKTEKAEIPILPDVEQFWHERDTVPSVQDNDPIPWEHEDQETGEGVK
MITF primary: MITF inhibitors, primary screen, biochemical, AlphaScreen, human | Microphthalmia-associated transcription factor (Homo sapiens), O75030 | AlphaScreen MITF homodimerization, bead proximity signal | inhibition, % at 2.6 µM | hit rate 0.91% among 650,000 | AID 1259374, 2018; in the data active = inhibition above about 50%;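 note: 0% = vehicle wells with protein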
Target sequence (O75030 whole entry, looked up): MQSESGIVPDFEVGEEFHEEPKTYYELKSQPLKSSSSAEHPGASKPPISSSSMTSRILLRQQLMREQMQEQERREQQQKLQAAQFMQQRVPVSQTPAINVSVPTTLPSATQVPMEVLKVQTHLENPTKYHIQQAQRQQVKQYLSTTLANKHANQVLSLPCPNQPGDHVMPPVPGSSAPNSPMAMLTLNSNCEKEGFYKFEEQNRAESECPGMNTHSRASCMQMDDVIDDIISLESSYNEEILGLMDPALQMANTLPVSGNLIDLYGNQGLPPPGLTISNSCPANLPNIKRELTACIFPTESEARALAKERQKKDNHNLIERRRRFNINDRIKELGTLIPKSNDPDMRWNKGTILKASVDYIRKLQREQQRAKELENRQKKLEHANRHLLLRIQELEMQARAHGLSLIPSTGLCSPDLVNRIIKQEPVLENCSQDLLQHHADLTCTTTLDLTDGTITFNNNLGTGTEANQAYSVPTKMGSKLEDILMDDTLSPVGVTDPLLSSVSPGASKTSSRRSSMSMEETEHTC
An asterisk follows results filed as active; · = no result given.

SMILES	FBW7 act	TEAD-YAP inh	GPR151 activ	MITF primary
CCCCOc1ccc(C(=O)Nc2sc3c(c2C#N)CCC3)cc1	-0.1	1	1.7	10
Cc1ccsc1CN1CCc2nnc(C(C)NC(=O)C3CC3)n2CC1 (stereo unspecified)	0.1	14	1.3	13
C1CC(CN2CCOCC2)CN(c2nc3nonc3nc2N2CCSCC2)C1 (stereo unspecified)	0.0	-6	-1.9	10
COCC1CCN(Cc2ccc(OCC(O)CN(C)Cc3ccccc3)cc2)CC1 (stereo unspecified)	0.1	0	1.8	5
CN(C)c1cccc(Nc2nc(N)c3ncn(-c4ccsc4)c3n2)c1	0.2	10	-1.4	9
Cc1nn2c3c(cnc2c1-c1ccc(Cl)cc1)C(=O)CC(c1ccco1)C3 (stereo unspecified)	0.0	-4	0.9	-16
COc1cc(/C=N/NC(=O)COc2ccc(C)cc2)cc([N+](=O)[O-])c1O	-0.1	-4	0.9	-14
O=C(NC(=S)Nc1ccc2oc(-c3ccncc3)nc2c1)c1ccccc1F	-0.2	-8	0.5	-9
N#CC1=C(N)Oc2n[nH]c(-c3ccccc3)c2C12C(=O)Nc1ccccc12 (stereo unspecified)	-0.2	0	1.2	1
Cc1nn(-c2ccccc2)c(Cl)c1/C=N/N1CCN(c2ccccn2)CC1	0.1	0	-0.6	12
Cc1cc(=O)[nH]c(SCC(=O)NCC2CCCO2)n1 (stereo unspecified)	0.0	1	0.0	5
CCCCN(CCCC)Cc1c(C)[nH]c2c(C)cc(C)cc2c1=O	-0.3	8	1.9	-6
CCOc1ccc(-n2c(C)cc(/C=C3\C(=O)N(CCOC)C(C)=C3C(=O)OC)c2C)cc1	0.0	2	-0.3	20
COCCN(CCOC)S(=O)(=O)c1ccc(C(=O)Nc2ccc(Cl)cc2C(=O)c2ccccc2Cl)cc1	-0.1	-8	0.3	7
COc1ccccc1/C=N/Nc1cc(C)nc(-c2ccccc2O)n1	-0.1	1	-1.2	0
CC(C)(C)OC(=O)NCCCCC1=CC2=CC(=O)C(C)(O)C(=O)C2=CO1 (stereo unspecified)	-0.1	·	1.2	6
Cc1ccc(-c2noc(COc3ccc(Cl)c(C)c3)n2)cc1	0.5	4	-1.2	0
CC1CC(C)CN(S(=O)(=O)c2ccc(Sc3ccc(F)cc3)c(C(=O)NCCc3ccccc3)c2)C1 (stereo unspecified)	0.1	13	1.3	19
NC(=O)c1c(NC(NC(=O)c2cccs2)(C(F)(F)F)C(F)(F)F)sc2c1CCCC2	0.0	8	1.1	8
O=C(O)CCCNS(=O)(=O)c1ccc2ccccc2c1	0.9	0	1.0	18
CC(=O)NC(CSC(CC(=O)c1ccc(C)cc1)c1ccco1)C(=O)O (stereo unspecified)	0.0	-28	0.7	-19
C/C(=N\NC(=O)c1cc(C(C)C)[nH]n1)c1ccncc1	0.1	-21	3.0	2
COc1nc(N/N=C/c2ccc(N(C)C)c([N+](=O)[O-])c2)nc(N2CCOCC2)n1	-0.2	-2	-2.2	-5
CC(=O)c1ccccc1NC(=O)c1ccc(Br)o1	0.1	3	-1.1	14
Cc1ccccc1/C=N/NC(=O)Cc1ccccc1	-0.3	-20	-0.9	7

Just MITF primary, for 4 of the compounds above:
compound | MITF primary
CC(C)(C)OC(=O)NCCCCC1=CC2=CC(=O)C(C)(O)C(=O)C2=CO1 (stereo unspecified) | 6
COCCN(CCOC)S(=O)(=O)c1ccc(C(=O)Nc2ccc(Cl)cc2C(=O)c2ccccc2Cl)cc1 | 7
Cc1ccc(-c2noc(COc3ccc(Cl)c(C)c3)n2)cc1 | 0
CC1CC(C)CN(S(=O)(=O)c2ccc(Sc3ccc(F)cc3)c(C(=O)NCCc3ccccc3)c2)C1 (stereo unspecified) | 19

Following part.
SMILES	FBW7 act	TEAD-YAP inh	GPR151 activ	MITF primary
COc1ccc(-c2cccc(NC(=O)Cc3cccc(C)c3)c2)nn1	0.4	-1	0.5	14
Cc1nc2ccccc2n1CC(=O)Nc1cccc(Br)c1	0.0	27	0.0	5
CC(C)(C)c1ccc(S(=O)(=O)NCC(=O)Nc2cccc(Cl)c2)cc1	0.0	5	1.4	5
CC1(C)NC(=O)N(CC(=O)OCC(=O)Nc2cccc(S(N)(=O)=O)c2)C1=O	0.0	-2	2.1	-4
COC(=O)c1ccc(N2C(=O)CC(N3CCN(c4ccc(F)cc4)CC3)C2=O)cc1 (stereo unspecified)	0.2	-1	-0.2	-5
CC(=O)Nc1ccc(NC(C)=O)c(C#N)c1	-0.2	0	1.4	-4
COc1cccc(C=Nc2ccc([N+](=O)[O-])cc2Cl)c1O	0.6	10	0.4	8
CC1CCCC(C)N1C(=O)c1cc(-c2ccc3c(c2)OCO3)on1 (stereo unspecified)	0.2	-47	-0.3	1
CCOc1ccc(C(C)C)cc1S(=O)(=O)N1CCN(c2ccc3nnc(C)n3n2)CC1	-0.4	-3	-0.1	-10
O=C1CC(c2ccccc2Cl)CC2=C1C(c1coc3ccccc3c1=O)Nc1ccccc1N2 (stereo unspecified)	0.1	-8	0.8	12
Cc1nc2c(c(=O)[nH]1)CCN(C(=O)Cn1cnc3ccccc3c1=O)C2	-0.1	-3	0.7	2
Cc1ccc(N2CC(NC(=O)N3CCN(c4ccccc4F)CC3)CC2=O)cc1C (stereo unspecified)	-0.1	0	1.0	13
CC(C)CCCC(C)NC(=O)c1ccc([N+](=O)[O-])cc1 (stereo unspecified)	0.0	-24	0.0	3
COc1ccc2cc(CCNC(=O)c3ccccc3I)c(=O)[nH]c2c1	-0.1	2	3.3	18
N#Cc1c(N2C(=O)C3C4CCC(O4)C3C2=O)sc2c1CCCCC2 (stereo unspecified)	0.1	-9	0.1	1
COc1ccc(Cl)cc1N1CC(O)=C(c2nc3ccccc3s2)C1=N	-0.1	-12	-0.6	1
CC(C)N(C(=O)CSc1nnc(NC(=O)c2ccc(F)cc2)s1)C(C)C	-0.1	4	-1.1	-3
O=C(Cn1cnc2sc3c(c2c1=O)CCCC3)NCCCC(=O)N1CCN(c2ccccc2)CC1	-0.1	-5	-0.2	-6
COC(=O)CN1C(=O)S/C(=C/c2ccc(Br)o2)C1=O	0.0	-2	-0.2	7
O=C1CSC(c2cccc([N+](=O)[O-])c2)N1c1cccc(Cl)c1 (stereo unspecified)	0.1	5	-0.9	4
CC(C)CN1CCc2nnc(CCNC(=O)C(C)C)n2CC1	0.2	2	1.1	-22
CCOc1cc(/C=N/NC(=O)c2ccccn2)ccc1OC(=O)c1ccccc1	0.2	-27	-1.3	26
COc1ccc(NC(C)C(=O)N/N=C/c2cccc(OC)c2O)cc1 (stereo unspecified)	0.1	7	0.0	19
CC(C)N(CCNS(=O)(=O)c1ccc(Cl)cc1)C(C)C	0.0	4	0.7	5
COc1cc(NC(=O)c2c(C)nc3ccccn23)cc(OC)c1OC	-1.3	3	-0.7	-1

(listing goes on)
SMILES	FBW7 act	TEAD-YAP inh	GPR151 activ	MITF primary
O=C1c2ccccc2C(=O)N1CCCO	-0.2	-5	-0.3	-3
CCOc1ccc(C(=O)N(CN2CCCC2=O)c2ccccc2OC)cc1	0.0	3	-0.3	7
COc1ccccc1-c1noc(CCC(=O)Nc2ccc(C(N)=O)cc2)n1	-0.1	-7	-0.5	13
CCCCCn1c(SCC(=O)N(C)Cc2ccccc2)nc2cc(C(=O)N3CCC(C(N)=O)CC3)ccc2c1=O	0.1	1	-0.5	-7
O=C1CC(c2ccccc2)CC2=C1C(c1ccccc1Br)Nc1ccccc1N2 (stereo unspecified)	-0.1	13	0.2	5
COc1cc(/C=C2/SC(=Nc3ccccc3)N(Cc3ccccc3)C2=O)ccc1OCc1ccccc1Cl	0.4	2	-1.6	16
CC1(C)CC(=O)C2=C(C1)Nc1ccccc1NC2c1cccc(Cl)c1 (stereo unspecified)	0.3	-4	-1.2	3
CSc1ccc(CN2CCC(N3CCCCCC3)CC2)cc1	-0.1	0	1.0	45
C/C(CC1(O)C(=O)N(C)c2ccccc21)=N/O (stereo unspecified)	0.0	4	1.7	2
NC(=O)CN1C(=O)c2cccc3cccc1c23	0.1	5	-0.6	4
COc1ccc(OC)c(-c2cc(-c3ccccc3)nc3c2c(=O)n(C)c(=O)n3C)c1	0.0	0	-0.9	3
O=C(Cn1cnc([N+](=O)[O-])c1)NCc1ccc(F)cc1	0.0	6	0.0	-3
CN(C)CCCOC(=O)c1ccc(C(C)(C)C)cc1	0.1	-4	1.3	28
Cc1ccc(NC(=O)C(C)Sc2nccc(C)n2)cc1 (stereo unspecified)	0.2	10	-1.1	19
CCOC(=O)c1c(C)[nH]c(NC(=O)Nc2ccccc2)c1C	0.6	-8	-1.2	9
S=C(Nc1ccccc1Cl)N(CCN1CCCCC1)Cc1ccco1	0.3	8	-1.4	17
COC(=O)c1cc(NC(=O)COc2ccccc2)cc(C(=O)OC)c1	-0.1	4	0.3	0
COc1ccc(C2Nc3ccccc3C(=O)N2c2ccccc2)c(OC)c1 (stereo unspecified)	0.1	-26	-2.0	-2
COC(C(=O)N/N=C/c1ccc(N(C)C)cc1)c1ccccc1 (stereo unspecified)	0.3	-2	0.2	12
O=C(COc1ccccc1Cl)NCCc1nc2ccccc2[nH]1	-0.1	0	-0.3	5
COCCCNC(=O)c1ccccc1N(Cc1ccccc1)S(C)(=O)=O	0.1	-1	-1.0	-14
COC(=O)c1ccc(CN2CCC(N(Cc3cccnc3)C(=O)c3cccnc3)CC2)cc1	0.1	0	-1.2	1
Cc1ccc(NC(=S)C(C#N)c2c(C#N)c(N)nc(N3CCCCC3)c2C#N)cc1 (stereo unspecified)	-0.3	2	-1.1	0
O=C(O)c1ccc(-c2cnc3ccc(NCc4cccc(Cl)c4)nn23)cc1	0.0	1	-1.1	0
Cc1ccc(S(=O)(=O)N2CCN(Cc3ccc4c(c3)OCO4)CC2)cc1[N+](=O)[O-]	-0.1	-3	1.1	-2

Following part
SMILES	FBW7 act	TEAD-YAP inh	GPR151 activ	MITF primary
c1ccc(OCCNc2nc(N3CCC(N4CCOCC4)CC3)nc3nc[nH]c23)cc1	0.3	-5	4.2	9
CCc1ccc(NC(=O)CN(c2cc(C)cc(C)c2)S(=O)(=O)c2c(C)n[nH]c2C)cc1	0.8	2	-0.2	26
CC1CCCC(N2CC(=O)N(CCc3ccccc3)C(c3ccc(F)cc3)C2=O)C1C (stereo unspecified)	-0.2	-14	-1.6	-2
COc1ccc(CNC(=O)c2ccc3c(=O)n(Cc4ccccc4)c(=S)[nH]c3c2)cc1	0.1	-4	-1.3	-2
C=CCOC(=O)C1=C(C)NC(C)=C(C(=O)OCC=C)C1c1ccc(-c2ccccc2Cl)o1	-0.1	-1	0.2	-11
O=C1CSC(c2ccc(F)c(F)c2)N1c1ccc2ccccc2c1 (stereo unspecified)	-0.2	-18	-2.6	2
O=C(c1sc2cccc(F)c2c1Cl)N1CCCC1	0.7	-7	-1.1	15
O=C(NC1CCCCC1)c1ccccc1C(F)(F)F	0.1	-4	-0.6	8
CCOC(=O)C(CC)Sc1nc2c(c(=O)[nH]c(=O)n2C)n1CC(N)=O (stereo unspecified)	-0.1	-1	0.6	-7
Cc1cc(Br)cc(Cl)c1OCC(=O)NC(C)(C)C	0.1	-4	-0.2	15
N#Cc1c(N2CCOCC2)nc(NCc2ccccc2)c2c1CCN(Cc1ccccc1)C2	-0.1	-15	0.7	8
Cc1ccc(N(C(C)C(=O)O)S(C)(=O)=O)cc1C (stereo unspecified)	0.1	-1	0.0	-9
O=C(CC(O)(c1ccccc1)C(F)(F)F)c1ccccc1 (stereo unspecified)	0.2	8	-1.1	-1
CC(CC(=O)NCc1ccc(Cl)cc1Cl)CC1=NS(=O)(=O)c2ccccc2N1 (stereo unspecified)	0.3	15	0.1	13
O=C(CN1CCC2(CC1)Nc1ccccc1-n1cccc12)NCc1ccco1	0.1	5	2.2	2
CC(=O)c1cccc(NC(=O)CSc2ncc(C(F)(F)F)cc2Cl)c1	0.1	-6	2.4	0
O=C(Nc1ccc(Cl)cc1)c1cc(Br)ccc1Cl	0.1	8	-0.7	2
CC(C)CNC(=O)c1ccc(NC(=O)c2ccccc2I)cc1	0.0	-16	3.8	-21
C=CCN1C(=O)CC(C(=O)OC)C12CCN(CC=C(C)C)CC2 (stereo unspecified)	0.5	-6	1.7	8
CN(CCCOc1ccccc1F)Cc1ccccc1	-0.3	-14	1.2	7

Gathered by group: the compounds so far containing an aryl thioether with sulfur outside any ring (8)
SMILES	FBW7 act	TEAD-YAP inh	GPR151 activ	MITF primary
Cc1cc(=O)[nH]c(SCC(=O)NCC2CCCO2)n1 (stereo unspecified)	0.0	1	0.0	5
CC1CC(C)CN(S(=O)(=O)c2ccc(Sc3ccc(F)cc3)c(C(=O)NCCc3ccccc3)c2)C1 (stereo unspecified)	0.1	13	1.3	19
CC(C)N(C(=O)CSc1nnc(NC(=O)c2ccc(F)cc2)s1)C(C)C	-0.1	4	-1.1	-3
CCCCCn1c(SCC(=O)N(C)Cc2ccccc2)nc2cc(C(=O)N3CCC(C(N)=O)CC3)ccc2c1=O	0.1	1	-0.5	-7
CSc1ccc(CN2CCC(N3CCCCCC3)CC2)cc1	-0.1	0	1.0	45
Cc1ccc(NC(=O)C(C)Sc2nccc(C)n2)cc1 (stereo unspecified)	0.2	10	-1.1	19
CCOC(=O)C(CC)Sc1nc2c(c(=O)[nH]c(=O)n2C)n1CC(N)=O (stereo unspecified)	-0.1	-1	0.6	-7
CC(=O)c1cccc(NC(=O)CSc2ncc(C(F)(F)F)cc2Cl)c1	0.1	-6	2.4	0

Screening data: PubChem, The Scripps Research Institute Molecular Screening Center
